TRHR agonist = agonists of human TRH receptor; activation, % at 2 µM; AID 493084; TRHR cells, calcium flux fluo-8, FDSS agonist mode; 360,000 tested, 0.18% active; P34981; further: 0% is about no effect
Target sequence (P34981 whole entry, looked up): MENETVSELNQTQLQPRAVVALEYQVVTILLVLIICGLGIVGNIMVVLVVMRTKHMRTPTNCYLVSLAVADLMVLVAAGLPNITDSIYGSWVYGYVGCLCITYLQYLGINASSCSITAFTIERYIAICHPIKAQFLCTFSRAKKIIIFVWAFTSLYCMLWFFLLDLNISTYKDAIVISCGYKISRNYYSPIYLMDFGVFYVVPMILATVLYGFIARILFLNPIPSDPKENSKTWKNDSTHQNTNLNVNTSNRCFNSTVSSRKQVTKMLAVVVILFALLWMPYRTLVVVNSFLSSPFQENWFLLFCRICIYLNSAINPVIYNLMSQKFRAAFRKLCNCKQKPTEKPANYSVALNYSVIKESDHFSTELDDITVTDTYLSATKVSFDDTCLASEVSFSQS
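In this calcium-flux screen, cells bearing human TRHR are dye-loaded with fluo-8, baselined for 10 cycles, then exposed to library compounds; positive kinetic calcium responses during the agonist phase mark hits, with TRH as control.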
RXFP1 antagonist = RXFP1 (human) relaxin receptor antagonism; Q9HBX9; HEK293-RXFP1, relaxin-stimulated cAMP HTRF, 30 min; hits give low values; activity change, negative = inhibition, % at 57.5 µM; 350,000 tested, 0.59% active;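 active means activity change of -60% or lower, but not beyond a set lower limit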; further: on the % scale 0 is the no-effect control and ±100 the full control effect
D2 ag = agonists of human D2 dopamine receptor. P14416. HEK293 T-REx D2 cells, calcium flux agonist mode. AID 485358. 340,000 tested, 0.53% active. activation, % at 2 µM;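 active means activation over 3 SD above normal in the single-dose calcium agonist read, cut at about 30% in these data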; further: 0% is about no effect
Target sequence (P14416 whole entry, looked up): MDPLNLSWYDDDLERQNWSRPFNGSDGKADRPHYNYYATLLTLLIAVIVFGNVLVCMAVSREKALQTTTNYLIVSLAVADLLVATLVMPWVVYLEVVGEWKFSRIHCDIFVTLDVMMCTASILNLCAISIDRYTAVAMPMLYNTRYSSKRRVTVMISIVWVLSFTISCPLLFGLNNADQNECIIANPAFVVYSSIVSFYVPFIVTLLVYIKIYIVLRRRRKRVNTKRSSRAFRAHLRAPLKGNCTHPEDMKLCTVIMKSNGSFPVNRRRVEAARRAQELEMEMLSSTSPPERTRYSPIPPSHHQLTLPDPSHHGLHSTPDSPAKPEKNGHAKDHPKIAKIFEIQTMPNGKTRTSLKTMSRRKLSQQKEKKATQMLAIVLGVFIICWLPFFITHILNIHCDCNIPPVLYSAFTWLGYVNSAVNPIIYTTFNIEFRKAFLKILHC
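HEK293 Trex D2 cells, tetracycline-induced, o/n 30 C 5% CO2; no-wash Ca dye, RT 30–90 min; 10-cycle baseline, 23 nl cpd added, kinetic Ca read 180 s; agonist hits = positive Ca response.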
TRHR enhancer = TRH receptor (human) allosteric enhancement | 360,000 tested, 0.66% active | enhancement, % at 2 µM | P34981 | TRHR cells, fluo-8 calcium fluorescence, EC20 TRH enhancement; in the data active means enhancement above about 30%; further: 0% is about no effect
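Enhancer read-out: after compound pinning and an initial kinetic agonist-mode read, an EC20 of TRH (10 nM final) was injected and fluo-8 calcium signal (Ex 480/Em 530) followed at 1 s/cycle for 100 cycles in TRHR-expressing cells.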
D1 antagonist = human D1 dopamine receptor antagonism. activity change, negative = inhibition, % at 10 µM. P21728. HEK293 TREx D1 cells, calcium flux, dopamine EC80; hits give low values. 360,000 tested, 3.2% active; in the data active means activity change below about -30%; further: on the % scale 0 is the no-effect control and ±100 the full control effect
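Allosteric or orthosteric antagonism assessed as attenuation of the calcium response to EC80 dopamine, added 180 s after compound, in induced HEK293 Trex D1 cells loaded with no-wash calcium dye.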
D1 potentiator = enhances dopamine response at the human D1 receptor; potentiation, % at 10 µM; 360,000 tested, 0.036% active; HEK293 TREx D1 cells, calcium flux, dopamine EC20 potentiation; in the data active means potentiation above about 30%; further: 0% is about no effect
D1 ag = activates the human D1 dopamine receptor; AID 504660; activation, % at 2 µM; HEK293 T-REx D1 cells, calcium flux, agonist mode; 360,000 tested, 1% active; P21728; further: 0% is about no effect
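Inducible HEK293 T-REx D1 cells, force-coupled to calcium signalling, were plated at 4000 cells/well with tetracycline and held overnight at 30 C. After no-wash calcium dye loading, compound-evoked calcium rise over 180 s flagged agonists.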
D2 PAM = positive allosteric modulators of human D2 dopamine receptor. P14416. HEK293 T-REx D2, calcium flux, EC20 dopamine potentiation. potentiation, % at 10 µM. 340,000 tested, 0.34% active;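 active means potentiation over 3 SD above the plate norm, cut at about 30% in these data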; further: 0% is about no effect
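Potentiation of an EC20 dopamine calcium response measured kinetically over 180 s, after a preceding 180 s compound-only read flagging agonists. Cells: inducible Hek293 Trex D2 line, 4000/well, cultured overnight at 30 C before dye loading.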
D2 antagonist = D2 dopamine receptor (human) antagonism; inhibition, % at 10 µM; 340,000 tested, 2% active; HEK293 TREx D2 cells, calcium flux, dopamine EC80; P14416; in the data active means inhibition above about 30%; further: 0% is about no effect
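Compounds are added to dye-loaded, induced HEK293 T-REx cells coupled to calcium release via D2; after a 3 min kinetic read an EC80 dopamine stimulus is given and fluorescence is recorded for 3 more min.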
* hit, by the source's call. Unless noted, no stated cut-off is given here; in the data, active means activation above about 30%; inactive means the rest.

Cc1ccc(-c2nc3ncccc3o2)cc1NC(=O)COc1ccc(C(C)C)cc1 was read as TRHR agonist -0.1, RXFP1 antagonist -32, D2 ag 0.0, TRHR enhancer 8, D1 antagonist 14, D1 potentiator 2, D1 ag 7 and D2 PAM 5.
Screening CCCCn1c(SCC(=O)N2CCC(C)CC2)nc2ccsc2c1=O returned TRHR agonist -0.3, RXFP1 antagonist 21, TRHR enhancer 17, D1 antagonist 3, D1 potentiator -1 and D1 ag 3.
`COC(=O)CC(NS(=O)(=O)c1cccs1)c1ccccc1Cl` (stereo not drawn) gave TRHR agonist -1.3, RXFP1 antagonist -6, D2 ag 0.0, TRHR enhancer -4, D1 antagonist -10, D1 potentiator -8, D1 ag 7, D2 PAM -4 and D2 antagonist 35*.
`COc1ccc(/C=C2\Oc3cc(OC(=O)N4CCOCC4)ccc3C2=O)cc1` gave TRHR agonist 0.1, RXFP1 antagonist 4, D2 ag 0.3, TRHR enhancer 0, D1 antagonist -1, D1 potentiator -3, D1 ag 3, D2 PAM 0 and D2 antagonist -2.
Screening O=S(=O)(NC1CCCCCCC1)c1ccccc1 returned TRHR agonist -0.5, RXFP1 antagonist -2, TRHR enhancer 17, D1 antagonist 1, D1 potentiator -3 and D1 ag -1.
Cc1ccc(Cn2c(CO)cnc2SCC(=O)NCc2ccccc2Cl)cc1 was read as TRHR agonist 0.2, RXFP1 antagonist -10, D2 ag 1.3, TRHR enhancer -1, D1 antagonist -2, D1 potentiator 3, D1 ag 20 and D2 PAM -5.
For COc1ccc(C(=O)O)cc1S(=O)(=O)Nc1ccccc1C(=O)NCc1ccc2c(c1)OCO2 the results were TRHR agonist 0.7, RXFP1 antagonist 10, D2 ag 1.1, TRHR enhancer 13, D1 antagonist -9, D1 potentiator 4, D1 ag 3, D2 PAM -5 and D2 antagonist -3.
COc1ccc(NC(=O)Cn2nc(C(F)(F)F)c3c2CCCC3)c(OC)c1 was read as TRHR agonist -0.8, RXFP1 antagonist -11, D2 ag -0.1, TRHR enhancer 1, D1 antagonist -11, D1 potentiator -2, D1 ag 5, D2 PAM -5 and D2 antagonist -3.
COc1ccc(Cl)cc1NC(=O)CSc1nc(N2CCOCC2)nc(N2CCOCC2)n1 was read as TRHR agonist -0.5, RXFP1 antagonist -10, D2 ag -0.2, TRHR enhancer 2, D1 antagonist 0, D1 potentiator 7, D1 ag 3, D2 PAM 6 and D2 antagonist 17.
For COc1ccc(NC(=O)NCc2ccc3c(c2)OCO3)c(OC)c1 the results were TRHR agonist -0.4, RXFP1 antagonist 6, D2 ag -0.7, TRHR enhancer -6, D1 antagonist 3, D1 potentiator -4, D1 ag 1, D2 PAM -13 and D2 antagonist 1.

3 compounds from above, ordered by SMILES length, low to high:
Cc1ccc(-c2nc3ncccc3o2)cc1NC(=O)COc1ccc(C(C)C)cc1 was read as TRHR agonist -0.1, RXFP1 antagonist -32, D2 ag 0.0, TRHR enhancer 8, D1 antagonist 14, D1 potentiator 2, D1 ag 7 and D2 PAM 5.
COc1ccc(Cl)cc1NC(=O)CSc1nc(N2CCOCC2)nc(N2CCOCC2)n1 was read as TRHR agonist -0.5, RXFP1 antagonist -10, D2 ag -0.2, TRHR enhancer 2, D1 antagonist 0, D1 potentiator 7, D1 ag 3, D2 PAM 6 and D2 antagonist 17.
For COc1ccc(C(=O)O)cc1S(=O)(=O)Nc1ccccc1C(=O)NCc1ccc2c(c1)OCO2 the results were TRHR agonist 0.7, RXFP1 antagonist 10, D2 ag 1.1, TRHR enhancer 13, D1 antagonist -9, D1 potentiator 4, D1 ag 3, D2 PAM -5 and D2 antagonist -3.

New compounds follow.
For Cc1ccc(-c2nnc(COC(=O)c3cc(=O)[nH]c4ccccc34)o2)cc1 the results were TRHR agonist -0.7, RXFP1 antagonist -5, D2 ag -1.0, TRHR enhancer 0, D1 antagonist -85*, D1 potentiator -1, D1 ag -2, D2 PAM 7 and D2 antagonist 1.
For COc1cccc(-n2c(=O)c3c(C)c(C)sc3n(CC(=O)NCc3ccc(C)cc3)c2=O)c1 the results were TRHR agonist 0.3, RXFP1 antagonist -11, D2 ag 0.2, TRHR enhancer 5, D1 antagonist -3, D1 potentiator 0, D1 ag 0 and D2 PAM 6.
`COc1ccccc1NC(=O)Nc1nc(CC(=O)NCc2cccnc2)cs1` gave TRHR agonist -0.1, RXFP1 antagonist -12, D2 ag 0.1, TRHR enhancer 2, D1 antagonist 14, D1 potentiator -6, D1 ag 3, D2 PAM 1 and D2 antagonist -14.
For CCC(C)c1ccccc1NC(=O)COc1ccc(-c2nnco2)cc1 (stereo not drawn) the results were TRHR agonist -0.4, RXFP1 antagonist -18, D2 ag -0.1, TRHR enhancer 1, D1 antagonist -20, D1 potentiator -3, D1 ag 3, D2 PAM 10 and D2 antagonist 0.
`CCN1/C(=C/C=C/c2oc3ccc4ccccc4c3[n+]2CC)Oc2ccc3ccccc3c21` gave TRHR agonist 31*, RXFP1 antagonist -1, D2 ag 45*, TRHR enhancer -1, D1 antagonist 2, D1 potentiator -3, D1 ag 93*, D2 PAM -4 and D2 antagonist 7.
For Cc1ccc(C(=O)NNC(=O)CCCCC(=O)NNC(=O)c2ccc(C)cc2)cc1 the results were TRHR agonist -0.9, RXFP1 antagonist -2, D2 ag -0.5, TRHR enhancer -1, D1 antagonist 2, D1 potentiator 3, D1 ag 1, D2 PAM 14 and D2 antagonist 8.
COc1ccccc1C1=NC(c2ccc(C)cc2)N=C1C (stereo not drawn) was read as TRHR agonist 0.8, RXFP1 antagonist -9, D2 ag -1.7, TRHR enhancer 5, D1 antagonist -10, D1 potentiator 1, D1 ag 1, D2 PAM 6 and D2 antagonist -3.
For O=C(NC(=S)NCc1ccccc1)c1cccnc1 the results were TRHR agonist -0.3, RXFP1 antagonist 7, D2 ag -0.7, TRHR enhancer -3, D1 antagonist 5, D1 potentiator -1, D1 ag 0, D2 PAM 3 and D2 antagonist 9.
N#Cc1nc(-c2cccc3ccccc23)oc1NCCN1CCCCC1 was read as TRHR agonist 0.7, RXFP1 antagonist 3, D2 ag 1.0, TRHR enhancer 2, D1 antagonist -3, D1 potentiator -7, D1 ag 6, D2 PAM -1 and D2 antagonist -12.
Screening O=C(CSc1nc(C(F)(F)F)cc(=O)[nH]1)NCc1ccc2c(c1)OCO2 returned TRHR agonist 0.7, RXFP1 antagonist -3, D2 ag -0.1, TRHR enhancer 0, D1 antagonist 1, D1 potentiator 0, D1 ag 4, D2 PAM -3 and D2 antagonist 5.
Screening CSCCC(NS(=O)(=O)c1ccccc1)C(=O)Nc1nccs1 (stereo not drawn) returned TRHR agonist 0.0, RXFP1 antagonist 0, D2 ag 0.7, TRHR enhancer -2, D1 antagonist -13, D1 potentiator -8, D1 ag 2, D2 PAM 2 and D2 antagonist 1.
Cc1ccnc(NC(=O)/C=C/c2cccs2)c1 was read as TRHR agonist -0.3, RXFP1 antagonist -7, TRHR enhancer 0, D1 antagonist -18, D1 potentiator -8, D1 ag 1 and D2 PAM -6.
CCCc1cc(=O)n2[nH]c(NC(=O)c3ccco3)nc2n1 was read as TRHR agonist 0.1, RXFP1 antagonist -2, D2 ag 0.4, TRHR enhancer -5, D1 antagonist 7, D1 potentiator -1, D1 ag 0, D2 PAM -11 and D2 antagonist 1.
For CC(C)NC(=O)CN1CCC(c2ccccc2)C(O)C1 (stereo not drawn) the results were TRHR agonist 0.4, RXFP1 antagonist -10, TRHR enhancer 3, D1 antagonist -1, D1 potentiator -1 and D1 ag 5.
Screening CC(=O)N1CCC(=NNS(=O)(=O)c2cccc([N+](=O)[O-])c2)CC1 returned TRHR agonist 0.6, RXFP1 antagonist 12, D2 ag -1.1, TRHR enhancer 3, D1 antagonist -4, D1 potentiator 2, D1 ag 2, D2 PAM 5 and D2 antagonist 10.
Screening O=C(Nc1ccnn1C1CCN(Cc2ccccc2OC(F)F)CC1)c1cccnc1 returned TRHR agonist 0.2, RXFP1 antagonist 13, D2 ag -0.1, TRHR enhancer 2, D1 antagonist 9, D1 potentiator 4, D1 ag 4, D2 PAM -7 and D2 antagonist 5.
Cc1ccc(NC(=O)CSCC(=O)N2CCCc3ccccc32)cc1 was read as TRHR agonist -0.7, RXFP1 antagonist -5, D2 ag -0.4, TRHR enhancer -3, D1 antagonist -20, D1 potentiator -5, D1 ag 1, D2 PAM 1 and D2 antagonist 27.
For CCC(=O)N(Cc1ccc(C)cc1)Cc1cc2cc3c(cc2[nH]c1=O)OCO3 the results were TRHR agonist -0.6, RXFP1 antagonist -4, D2 ag -0.8, TRHR enhancer 0, D1 antagonist -7, D1 potentiator 2, D1 ag 2, D2 PAM -8 and D2 antagonist -8.
Cc1cc(C(=O)N/N=C/c2ccc(-c3ccc(C)c(Cl)c3)o2)n[nH]1 was read as TRHR agonist -0.8, RXFP1 antagonist -12, D2 ag -0.2, TRHR enhancer 7, D1 antagonist 2, D1 potentiator -1, D1 ag 1, D2 PAM 7 and D2 antagonist -18.
`C=CCNC(=S)NNC(=O)COc1c(Cl)cc(Cl)cc1Cl` gave TRHR agonist -1.1, RXFP1 antagonist -17, D2 ag -0.3, TRHR enhancer -6, D1 antagonist -11, D1 potentiator 5, D1 ag -1, D2 PAM 4 and D2 antagonist 6.
Screening CC1(C)Oc2ccc3ccc(=O)oc3c2[C@@H](O)[C@H]1O returned TRHR agonist -0.2, D2 ag -0.8, TRHR enhancer 5, D1 antagonist -11, D1 potentiator 0, D1 ag -2, D2 PAM -6 and D2 antagonist -7.
Screening CC(C)c1ccc(S(=O)(=O)N2CCN(Cc3cccc(F)c3)CC2)cc1 returned TRHR agonist 0.6, RXFP1 antagonist -18, D2 ag 0.7, TRHR enhancer -7, D1 antagonist -25, D1 potentiator -4, D1 ag 7 and D2 PAM 1.
Screening CCOc1ccccc1CN1CCc2nc(N3CCN(C)CC3)ncc2C1 returned TRHR agonist 0.2, RXFP1 antagonist -22, D2 ag -1.5, TRHR enhancer -3, D1 antagonist -18, D1 potentiator 0, D1 ag 13 and D2 PAM 5.
`O=C(NC1CCCC1)c1c[nH]c2ccc(F)cc2c1=O` gave TRHR agonist 0.6, RXFP1 antagonist 1, D2 ag 0.7, TRHR enhancer -4, D1 antagonist -3, D1 potentiator -1, D1 ag 1, D2 PAM 4 and D2 antagonist -8.
O=C1OCCN1CC(=O)N1CCc2c([nH]c3ccccc23)C1c1ccccn1 (stereo not drawn) was read as TRHR agonist 0.7, RXFP1 antagonist -3, D2 ag 1.2, TRHR enhancer 1, D1 antagonist 17, D1 potentiator -1, D1 ag 0, D2 PAM 9 and D2 antagonist 14.
Cc1ccn2c(NC(=O)c3cccs3)c(-c3ccccc3)nc2c1 was read as TRHR agonist 0.1, RXFP1 antagonist -6, D2 ag 0.6, TRHR enhancer 11, D1 antagonist 5, D1 potentiator 1, D1 ag 1, D2 PAM 5 and D2 antagonist -4.
For COc1ccc(C(=O)NC(NC(=O)c2ccc(OC)c(OC)c2)c2ccccc2F)cc1OC the results were TRHR agonist -0.3, RXFP1 antagonist -7, D2 ag -0.1, TRHR enhancer -1, D1 antagonist 13, D1 potentiator -8, D1 ag -1, D2 PAM 13 and D2 antagonist -8.

Screens: PubChem BioAssay, National Center for Advancing Translational Sciences (NCATS)

The order is random. About 7.3% of those tested had a hit in this group.
